FEN1 inh – human FEN1 inhibition. AID 588795. hit rate 0.35% among 390,000. Recombinant FEN1 flap cleavage, fluorescence, 15 min. Potency, µM (top dose mostly 114 µM), inactives show top-dose activity change, negative = inhibition, actives largely listed as inhibitors. P39748; also: nearly all actives have a fitted effect of over 65% in size
Target sequence (P39748 whole entry, looked up): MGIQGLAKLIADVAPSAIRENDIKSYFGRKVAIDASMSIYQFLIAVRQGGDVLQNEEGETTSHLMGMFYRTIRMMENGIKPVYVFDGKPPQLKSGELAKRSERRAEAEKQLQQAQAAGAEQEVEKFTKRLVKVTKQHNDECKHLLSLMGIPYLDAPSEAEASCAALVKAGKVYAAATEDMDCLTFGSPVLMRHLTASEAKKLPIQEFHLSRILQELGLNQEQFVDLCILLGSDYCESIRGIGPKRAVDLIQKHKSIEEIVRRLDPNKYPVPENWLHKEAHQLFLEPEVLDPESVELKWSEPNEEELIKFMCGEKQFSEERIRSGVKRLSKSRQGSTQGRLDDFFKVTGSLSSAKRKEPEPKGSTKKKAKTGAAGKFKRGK
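Recombinant FEN1 (10 nM) was preincubated with pin-transferred compounds for 15 min at room temperature, then flap DNA substrate (50 nM final) was added. Plates were read at 0 and 15 min, and normalized concentration–response data were fitted to a four-parameter Hill equation.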
TDP1 inh – blocks human tyrosyl-DNA phosphodiesterase 1; Q9NUW8; recombinant TDP1, AlphaScreen DNA substrate cleavage; Potency, µM (series often up to 130 µM), inactives show top-dose activity change, negative = inhibition, most hits filed as inhibitors; hit rate 0.28% among 350,000; also: nearly all actives have a fitted effect of over 40% in size
Target sequence (Q9NUW8 whole entry, looked up): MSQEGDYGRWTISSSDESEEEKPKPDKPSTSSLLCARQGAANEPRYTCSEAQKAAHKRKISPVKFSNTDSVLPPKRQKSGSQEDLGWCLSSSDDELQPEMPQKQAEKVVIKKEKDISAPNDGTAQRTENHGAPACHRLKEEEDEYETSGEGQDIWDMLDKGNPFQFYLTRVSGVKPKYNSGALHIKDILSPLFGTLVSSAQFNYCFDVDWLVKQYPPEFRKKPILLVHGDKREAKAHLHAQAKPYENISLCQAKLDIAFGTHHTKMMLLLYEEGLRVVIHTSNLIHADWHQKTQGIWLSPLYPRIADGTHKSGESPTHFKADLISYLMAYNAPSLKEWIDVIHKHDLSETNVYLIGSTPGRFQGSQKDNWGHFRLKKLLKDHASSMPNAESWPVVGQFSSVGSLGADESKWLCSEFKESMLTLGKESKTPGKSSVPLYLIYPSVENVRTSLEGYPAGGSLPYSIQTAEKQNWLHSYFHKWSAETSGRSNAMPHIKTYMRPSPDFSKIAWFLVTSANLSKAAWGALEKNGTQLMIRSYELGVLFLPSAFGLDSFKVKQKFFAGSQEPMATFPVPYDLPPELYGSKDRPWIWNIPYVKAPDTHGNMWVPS
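Steps: enzyme plus compound, 15 min RT; add biotin/phosphotyrosine-FITC oligonucleotide (15 nM final), react 5 min; add donor/acceptor beads (10 ug/ml final), 10 min; read AlphaScreen. Tdp1 at 1 nM final.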
N370S GC mod – N370S glucocerebrosidase modulation, Gaucher chaperone candidate; N370S GC spleen homogenate, 4MU-glucoside fluorescence; AID 2101; P04062; hit rate 0.092% among 330,000; Potency, µM (top dose mostly 59.4 µM), for inactives: at the top dose activity change, negative = inhibition, hits mostly inhibitors;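 also: 0% = full enzyme activity and -100% = no enzyme basal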
Starred values were filed as active, the others as inactive; ? = inconclusive; / = not tested or not shown; & = joins results of further samples; [ ] = remark or other dose. Calls follow the shape of the dose curve; as a rule, active = well fitted curve in the direction sought with a large enough effect; inconclusive = small, poorly fitted or top-dose-only effect, or another doubt; inactive = no such curve, though single readings can be large; an effect the other way counts as inactive or inconclusive. Unless noted, % is scaled to controls: 0 for no effect and ±100 for the full control effect; potency is read from the fitted curve at half-maximal effect.

Value order: FEN1 inh | TDP1 inh | N370S GC mod
- CC(=O)n1cc([C@@H]2C=C(C(=O)NCc3ccccc3)O[C@H](OCCCCO)C2)c2ccccc21
    -18% | 5% | 1%
- CN(C)C(=O)c1nc(C#N)c(N(C)C)o1
    -6% | 5% | 12%
- COC(=O)c1scc(-c2ccc(C)cc2)c1S(=O)(=O)Nc1cc(OC)c(OC)c(OC)c1
    -10% | 6% | /
- COc1ccc(F)cc1S(=O)(=O)n1cc(C)nc1-c1ccccc1
    0% | 0% | -7%
- O=C(O)c1ccc2c(c1)C(=O)N(CCc1ccc(O)cc1)C2=O
    / | 6% | -4%
- CCN(C(=O)Cn1nc(Cc2ccncc2)c2ccccc2c1=O)c1cccc(C(F)(F)F)c1
    16% | -1% | /
- Cc1ccnc(NC(=O)C(C)n2cc([N+](=O)[O-])cn2)c1 (stereo not given)
    2% | 4% | /
- O=C(Nc1nc(-c2ccc(Oc3ccccc3)cc2)cs1)C1=COCCO1
    -17% | 5% | 2%
- Cc1onc(-c2ccccc2Cl)c1C(=O)NCc1ccccc1
    -16% | -2% | 2%
- O=C1CNC(=O)/C(=C/c2cccs2)N1
    -2% | 0% | 0%
- Cn1nnnc1SCC(=O)N1CCCc2ccccc21
    ? | / | 1%
- Cc1ccc(N(CC(=O)NC2CCC(C)CC2)S(=O)(=O)c2cccnc2)cc1 (stereo not given)
    -2% | 4% | -14%
- COc1cccc(C2N(c3cccc(Cl)c3)C(=O)C3CCCN32)c1OC (stereo not given)
    -2% | 1% | -21%
- COCCN(C(=O)COC(=O)c1cnc(C)cn1)c1c(N)n(Cc2ccccc2)c(=O)[nH]c1=O
    10% | -8%[0.505 µM] | -2%
- CCOC(=O)CSCc1cn2cc(Cl)ccc2n1
    9% | 5% | 13%
- Cc1ccccc1-c1nc(NCCN2CCOCC2)c2ccccc2n1
    / | 7.9µM* | -18%
- CC(C)C(NC(=O)c1ccccc1)C(=O)N1CCN(C/C=C/c2ccccc2)CC1 (stereo not given)
    15% | 1% | /
- Cc1cc(C)cc(N(CC(=O)Nc2ccccc2-c2ccccc2)S(=O)(=O)c2ccccc2)c1
    -5% | -3% | 24%
- Cc1ccc(Cn2nnc3c(=O)[nH]c(C4CCN(S(=O)(=O)c5ccc(S(=O)(=O)NC6CC6)cc5)CC4)nc32)cc1
    -3% | 4% | -12%
- CCOC(=O)CNC(=S)N(CCCN1CCCC1)Cc1cccs1
    0% | 0% | -2%
- CCN(CCCNC(=O)CC(C(=O)N1CCc2ccccc21)n1ccnc1)c1cccc(C)c1 (stereo not given)
    -4% | 12% | -25%
- Cc1cc(Cl)ccc1NC(=O)CCN1C(=O)C2CCCCC2C1=O (stereo not given)
    19% | 1% | /
- CCCCn1c(N)c(N(CCOC)C(=O)c2cc3c(s2)CCC(C)C3)c(=O)[nH]c1=O (stereo not given)
    11% | -8% | 2%
- CN1CCN(c2ccc(NC(=O)COc3ccccc3[N+](=O)[O-])cc2)CC1
    0% | 5% | 14%
- COC(=O)c1ccc2c(=O)n(CCN3CCOCC3)c(SCC(=O)NCc3ccccc3)nc2c1
    1% | 2% | 8%
- COC1CCN(C(=O)c2ccc3oc(C(C)C)nc3c2)CC1
    -7% | 2% | 3%
- C=CCN(CC=C)c1ccc(N2C(=O)C3CCCCC3C2=O)cc1[N+](=O)[O-] (stereo not given)
    -11% | 6% | 14%
- O=C(NCC1(c2ccccc2)CCCC1)C1(c2ccccc2)CCCC1
    3% | -11%[56.1 µM] | 8%
- CC(C)(C)c1ccc(C2CC2C(=O)N/N=C\c2ccc[nH]2)cc1 (stereo not given)
    -12% | 7% | ?
- Cc1ccccc1OCC(=O)NNC(=O)Cc1ccc(S(=O)(=O)N2CCOCC2)s1
    0% | / | 0%
- CC(C)(C)C(=O)N1CCC(O)(CS(=O)(=O)Cc2ccccc2Cl)CC1
    -4% | 0% | 12%
- COc1ccc(NC(C)c2cc(Cl)ccc2O)cc1 (stereo not given)
    -3% | 16% | ?
- Cc1cccc(-c2noc(CN(C(=O)/C=C/c3ccccc3Cl)C(C)C)n2)c1
    -10% | 0% | ?
- CCOC(=O)N1CCC(Nc2nc(OC)nc(OC)n2)CC1
    -2% | 8% | 2%
- COc1ccc(C)cc1NC(=O)C(OC(=O)CNC(=O)c1ccc(Oc2ccccc2)cc1)c1ccccc1 (stereo not given)
    -17% | 1% | 11%
- O=C(c1ccc(Cl)c([N+](=O)[O-])c1)N1CCN(C(=O)c2ccco2)CC1
    -3% | 0% | -14%
- CC(=O)NS(=O)(=O)c1ccc(NC(=O)C2C3C=CC(C3)C2C(=O)O)cc1 (stereo not given)
    -3% | 79µM* | -21%
- O=C(COC(=O)CNS(=O)(=O)c1c(F)cccc1F)NC(=O)NC1CCCCC1
    0% | 1%[56.1 µM] | /
- Cn1c(=O)c2c(ncn2CC(=O)N2CCN(c3cccc(Cl)c3)CC2)n(C)c1=O
    1% | 7% | -11%
- NC(=O)C1CCN(C(=O)c2ccccc2NC(=O)c2nsc3ccccc23)CC1
    16% | 0% | /

In the list so far, these have an aryl thioether with sulfur outside any ring:
Value order: FEN1 inh | TDP1 inh | N370S GC mod
- Cn1nnnc1SCC(=O)N1CCCc2ccccc21
    ? | / | 1%
- COC(=O)c1ccc2c(=O)n(CCN3CCOCC3)c(SCC(=O)NCc3ccccc3)nc2c1
    1% | 2% | 8%

By substructure, the compounds so far with a nitro group on carbon
Value order: FEN1 inh | TDP1 inh | N370S GC mod
- Cc1ccnc(NC(=O)C(C)n2cc([N+](=O)[O-])cn2)c1 (stereo not given)
    2% | 4% | /
- CN1CCN(c2ccc(NC(=O)COc3ccccc3[N+](=O)[O-])cc2)CC1
    0% | 5% | 14%
- C=CCN(CC=C)c1ccc(N2C(=O)C3CCCCC3C2=O)cc1[N+](=O)[O-] (stereo not given)
    -11% | 6% | 14%
- O=C(c1ccc(Cl)c([N+](=O)[O-])c1)N1CCN(C(=O)c2ccco2)CC1
    -3% | 0% | -14%

Next part:
Value order: FEN1 inh | TDP1 inh | N370S GC mod
- O=C(Nc1cccc(S(=O)(=O)NC2=NCCCCC2)c1)c1cc(-c2ccc(Cl)cc2)nc2ccccc12
    -14% | 0% | -6%
- c1ccc(Nc2nc(NCCN3CCOCC3)nc(Nc3ccccc3)n2)cc1
    -13% | / | ?
- O=C(N/N=C/c1ccc(Br)o1)c1cc([N+](=O)[O-])cc([N+](=O)[O-])c1
    2% | -5% | -6%
- CC12CN3CC(C)(CN(C1)C3c1ccc(Br)cc1)C2=O (stereo not given)
    8% | 8% | -20%
- COc1ccc(CCNC(=O)c2cc(Sc3cccc(Cl)c3)nc3ccccc23)cc1OC
    5% | 3% | /
- Cn1c(SCC(=O)Nc2ccc(Cl)cc2)nc(O)cc1=O
    -1% | / | -2%
- O=C(Cn1cc(S(=O)(=O)N2CCN(c3ccccc3F)CC2)c2ccccc2c1=O)Nc1ccc(F)cc1Cl
    3% | 2% | /
- COC(=O)[C@@]1(Cc2ccccc2)[C@H]2C(=O)N(C)C(=O)[C@H]2[C@H]2CN=C(SCC3CC3)N21
    0% | -1%[56.1 µM] | /
- CC(=Nc1ccccc1)c1sc2ccccc2c1O
    -11% | 4% | 8%
- O=C(Nc1cccc2cccnc12)C1CCCC1
    4% | -11% | 6%
- O=C(COC(=O)CSc1ccc([N+](=O)[O-])cc1)NCC1CCCO1 (stereo not given)
    1% | 3% | -20%
- CC(=O)c1cccc(NC(=O)CSc2nnc3ccc(-c4ccc(F)cc4)nn23)c1
    -4% | -3% | /
- COC(=O)c1c(C)oc2ccc(N(C(=O)c3ccncc3)S(=O)(=O)c3ccc(Br)cc3)cc12
    4% | 9% | /
- COc1cccc(OCC(=O)NNC(=O)c2cnccn2)c1
    -14% | 3% | 5%
- O=C(O)c1cc(O)c2c(c1)C(=O)c1cc(O)cc(O)c1C2=O
    ? | / | 1%&3%
- COc1ccc(CCNc2nccn(-c3ccc(C)c(C)c3)c2=O)cc1OC
    14% | 11% | /
- C/C(=N/NC(=O)CNC(=O)c1ccccc1)c1ccc(C)cc1
    1% | 0% | 5%
- CCOc1ccc(S(=O)(=O)NCc2nc3cccnc3n2Cc2ccccc2OC)cc1
    10% | 11% | /
- CSc1sc(-c2ccnc(SCCS(C)(=O)=O)n2)c(-c2ccccc2)c1C#N
    -8% | 0% | 19%
- CCc1nc2nc(C)c(NS(=O)(=O)c3ccc(C4CCCCC4)cc3)c(=O)n2[nH]1
    9% | 1% | -19%
- O=C(NCC1CCCO1)C1CCCN(S(=O)(=O)c2cccc(C(F)(F)F)c2)C1 (stereo not given)
    4% | 0% | -3%
- Fc1cccc(Nc2c3c(nc4ccccc24)CCC3)c1
    -21% | / | -15%
- CS(=O)(=O)N1CCN(c2ccccc2NC(=O)c2cccs2)CC1
    5% | 0% | -10%
- COc1ccc(-c2nc(SC(C)C(=O)NCC3CCCO3)n[nH]2)cc1 (stereo not given)
    -10% | 0% | -1%
- O=C(Cn1cc(S(=O)(=O)Cc2ccccc2F)c2ccccc21)NCc1ccccc1Cl
    12% | 5% | /
- O=C(CSc1nc2c(cnn2-c2ccccc2)c(=O)[nH]1)N1CCOCC1
    -6% | 6% | 6%
- CCOc1ncccc1C(=O)OCC(=O)c1c[nH]c2ccccc12
    -24% | 0% | /
- COC(CNC(=S)Nc1ccc([N+](=O)[O-])cc1)OC
    7% | 0% | -12%
- O=C(CN1CCN(c2ccccc2F)CC1)c1ccc(O)c(O)c1
    7% | / | -4%
- CC(C)CNS(=O)(=O)c1ccc(S(=O)(=O)N2CCC3(CC2)OCCO3)cc1
    -8% | 0% | 6%
- CCCCc1cc(=O)oc2cc(OCC(=O)N3CCOCC3)ccc12
    3% | / | -4%
- CCc1cc(C(=O)N2CCN(c3ccccc3OC)CC2)sc1C
    -9% | 2% | -6%
- Cc1ccc(N2C(=O)NC(NS(=O)(=O)c3ccc(C)cc3)(C(F)(F)F)C2=O)cc1 (stereo not given)
    -2% | / | -5%
- CCc1ccc2[nH]c(=O)c(CN(Cc3ccccc3OC)C(=O)Nc3ccccc3OC)cc2c1
    -14% | 7% | 25%
- COCC(C)n1c(SCC(=O)N2CCCCC2)nc2ccccc2c1=O (stereo not given)
    -9% | 3% | 10%
- CC(C)Nc1nc(Cl)nc(Nc2ccccc2)n1
    -21% | 2% | 2%
- COc1cccc(-n2ccn(CC(=O)NCc3ccc(C)cc3)c(=O)c2=O)c1
    -3% | 4% | /
- CCC(C)NC(=O)Nc1ccccc1C (stereo not given)
    4% | 0% | 1%
- COc1ccc(C(=O)NCC(=O)NC2=NCCS2)cc1
    -2% | 10% | 0%
- CCSc1nnc(-c2ccc(S(=O)(=O)NCc3cccs3)cc2)o1
    -11% | 5% | 2%
- O=C(Nc1ccccc1C(F)(F)F)c1cnccn1
    -2% | 3% | -11%
- O=C(NC1CCCCC1)C(c1cccs1)N(CCCN1CCOCC1)C(=O)c1ccc(-c2ccccc2)[nH]1 (stereo not given)
    -13% | 5% | 6%
- CCC1C(=O)NCCN1C(=O)c1cc(COc2cc(C)ccc2C)on1 (stereo not given)
    14% | 4% | 2%
- O=C1C2CCCN2C(c2ccc(Cl)cc2)N1c1nccs1 (stereo not given)
    5% | -2% | 10%
- CC(C)Cc1cc(C(=O)N2CCC(N3CCC(C(=O)N4CCCC4)CC3)CC2)n[nH]1
    -9% | -14% | 7%
- CC(C)CN(CC(C)C)c1nc(N)c(C#N)c(CC#N)c1C#N
    1% | 5% | 17%
- O=C(CSc1ncnc2c1nnn2Cc1ccc(F)cc1)NCC1CCCO1 (stereo not given)
    -11% | 3% | -2%
- Cc1ccsc1CN(C(=O)c1ccc(OCC(C)C)cc1)C1CCS(=O)(=O)C1 (stereo not given)
    4% | 5% | /
- O=C(Cn1ncc2c3ccccc3n(Cc3cccc(Cl)c3)c2c1=O)NCCC1=CCCCC1
    3% | -5% | /
- COc1cccc(C(=O)Nc2cc(OC)ccc2NC(=O)c2ccco2)c1
    13% | 2% | -9%
- CCOC(=O)c1sc(NCC2CCCO2)nc1C (stereo not given)
    0% | 2% | 5%
- Cc1cc(C(=O)N2CC=C(c3ccccc3)CC2)c2ccccc2n1
    -4% | -4% | 3%
- Cc1cccc(OCC2Cn3c(nc4c3c(=O)[nH]c(=O)n4C)O2)c1 (stereo not given)
    9% | / | -17%
- O=c1[nH]c(CCl)nc2cc(-c3ccc(Cl)cc3)sc12
    -1% | 8% | -4%
- CCOC(=O)N1CCC(=NNC(=O)Cn2ccc(C(F)(F)F)n2)CC1
    -2% | 8% | 12%
- O=C(OCC1COc2ccccc2O1)c1c(F)cccc1F (stereo not given)
    -22% | -2% | -8%

Source: PubChem BioAssay

Outcome played no part in choosing rows, and some 0.57% of all compounds hit somewhere here.
